# High-throughput results: PubChem BioAssay, The Scripps Research Institute Molecular Screening Center
# TEAD-YAP block = TEAD-YAP interaction inhibition. 640,000 tested, 1.4% active. AID 1259422. inhibition, % at 9.12 µM. HEK-TIYL cells, TEAD-Gal4/YAP UAS-luciferase luminescence; in the data active = inhibition above about 32%;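 also: 0% = median of test compound wells and 100% = reference inhibitor wells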
# FBW7 activator = human FBW7 E3 ligase activation, primary screen; AlphaScreen FBW7–phospho-cyclin E peptide binding, activator screen; normalized activity (activation), % at 26.1 µM; 650,000 tested, 0.13% active; in the data active = normalized activity above about 1.9%;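 also: purified mutant Fbw7 with reduced substrate affinity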
# MITF primary = human MITF inhibition, primary screen; AlphaScreen MITF homodimerization, bead proximity signal; inhibition, % at 2.6 µM; 650,000 tested, 0.91% active; in the data active = inhibition above about 50%;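 also: 0% = vehicle wells with protein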
# Target sequence (O75030 whole entry, looked up): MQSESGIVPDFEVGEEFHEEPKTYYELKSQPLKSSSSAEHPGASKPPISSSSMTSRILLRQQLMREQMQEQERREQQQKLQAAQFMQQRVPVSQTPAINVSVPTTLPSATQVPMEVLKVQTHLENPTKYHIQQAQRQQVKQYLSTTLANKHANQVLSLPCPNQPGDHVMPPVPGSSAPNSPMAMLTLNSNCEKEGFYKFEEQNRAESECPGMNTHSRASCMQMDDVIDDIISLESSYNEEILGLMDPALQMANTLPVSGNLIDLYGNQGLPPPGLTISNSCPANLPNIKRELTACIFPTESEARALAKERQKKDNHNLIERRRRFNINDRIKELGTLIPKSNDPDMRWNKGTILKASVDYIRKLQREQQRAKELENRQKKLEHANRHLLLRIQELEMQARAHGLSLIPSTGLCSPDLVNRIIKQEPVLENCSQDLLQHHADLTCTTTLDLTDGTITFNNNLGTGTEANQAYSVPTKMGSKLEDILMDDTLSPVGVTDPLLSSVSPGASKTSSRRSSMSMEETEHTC
# GPR151 ag = human GPR151 activation; Q8TDV0; PathHunter beta-arrestin GPR151 cells, luminescence; activation, % at 11.2 µM; 650,000 tested, 1% active; AID 1508602; in the data active = activation above about 4.9%;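 also: 0% = median of compound wells and 100% = cells with positive control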
# Target sequence (Q8TDV0 whole entry, looked up): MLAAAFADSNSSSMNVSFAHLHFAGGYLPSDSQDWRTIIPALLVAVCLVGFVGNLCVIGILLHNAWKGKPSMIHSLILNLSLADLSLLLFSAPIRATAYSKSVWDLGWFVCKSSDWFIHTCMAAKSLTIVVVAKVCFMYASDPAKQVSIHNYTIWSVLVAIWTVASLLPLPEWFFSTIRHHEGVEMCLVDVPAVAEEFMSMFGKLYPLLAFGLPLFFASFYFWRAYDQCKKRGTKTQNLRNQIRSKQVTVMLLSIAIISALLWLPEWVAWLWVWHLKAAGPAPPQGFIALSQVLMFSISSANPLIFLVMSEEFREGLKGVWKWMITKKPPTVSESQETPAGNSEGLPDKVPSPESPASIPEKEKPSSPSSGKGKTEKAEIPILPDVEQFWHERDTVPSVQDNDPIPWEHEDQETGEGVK
# Active calls of the source: *.
SMILES,TEAD-YAP block,FBW7 activator,MITF primary,GPR151 ag
CN(C)S(=O)(=O)c1ccc(NC(=O)C(=O)Nc2ccc3c(c2)CCC3)cc1,4,0.5,5,0.4
CCc1nnc(NC(=O)CSc2nc3sc(C)c(C)c3c(=O)[nH]2)s1,-8,0.2,5,1.2
O=C(CNC(=O)c1cccnc1)N/N=C/c1ccccc1[N+](=O)[O-],3,0.0,-12,2.8
Cc1nccn1CCN(C)C(=O)c1cccc(OC2CCN(CC(C)(C)C)CC2)c1,-5,-0.1,-9,0.3
CC(C)(C)C1CCC2(CC1)SCC(=O)N2c1cccc(Cl)c1 (stereo not drawn),1,-0.1,7,-0.2
CC(OC(=O)c1ccc(O)cc1)C(=O)Nc1ccc(Cl)c(Cl)c1 (stereo not drawn),11,0.1,-22,0.7
Cc1ccc2oc(=O)c3cnn(CC(=O)NCc4cccnc4)c3c2c1,1,0.1,2,0.2
Cc1cnc(-c2c(C)nn(C)c2C)nc1NCCOc1ccccc1,4,0.0,1,-1.4
Cc1cccc2c1NC(=O)C21OCCCO1,-5,-0.1,-4,4.3
COc1ccc(Cl)cc1C(=O)Nc1cc(C)ccn1,-4,0.1,-2,-0.9
COc1cccc(CC2(CO)CCN(C(=O)[C@@H]3C[C@@H]4C=C[C@H]3C4)CC2)c1,-18,-0.1,-2,0.2
Cc1ccc(OC(=O)c2cc(S(=O)(=O)N3CCCCC3)ccc2Cl)c(-n2nc3ccccc3n2)c1,0,0.0,7,-0.3
CNc1nc(Nc2ccc(Cl)cc2)c2cnn(C)c2n1,-1,-0.1,8,3.2
CCCNC(=O)CCc1c(C)nc2c3c(C)cc(C)nc3nn2c1C,0,-0.1,9,1.0
O=C(NNc1cc(N2CCOCC2)nc(N2CCOCC2)n1)c1ccccc1Cl,8,0.0,11,-0.7
COc1ccc(C(=O)Oc2ccc(/C=N/N=C3/NC(=O)CS3)cc2OC)cc1,-8,-0.1,-5,0.8
CCOC(=O)N1CCN(C(=S)Nc2cc(C)cc(C)c2)CC1,-4,-0.1,-5,-0.4
O=C(CN1CCOCC1)Nc1sc2c(c1C(=O)c1ccccc1)CCC2,0,-0.2,23,-0.5
COc1cc(NC(=O)COc2ccc([N+](=O)[O-])cc2)cc(OC)c1,-2,-0.1,-18,0.1
CCOC(=O)C1C(=O)NC(SCC(=O)Nc2ccc(Cl)cc2)=C(C#N)C1c1ccccc1Cl (stereo not drawn),19,0.5,13,0.5
Cc1cc(NS(=O)(=O)c2ccc(NC(=O)COc3cccc(Br)c3)cc2)nc(C)n1,-10,0.0,-13,-0.7
COc1ccccc1CN1CCNC(=O)C1CC(=O)N1CCC(OC)CC1 (stereo not drawn),3,-0.3,-7,1.2
COc1ccc(CN2CCc3c(nc(C)[nH]c3=O)C2)cc1O,5,0.1,1,-0.5
O=C1OC(/C=C/c2ccccc2)=NC/1=C/c1ccccc1,-3,-0.1,-6,-1.6
COc1ccc(C2CC(=O)C3=C(C2)Nc2ccccc2NC3c2cc3c(cc2[N+](=O)[O-])OCO3)cc1 (stereo not drawn),-38,-0.3,4,0.0
CCOc1ccccc1N(CC(=O)N1CCc2ccccc2C1)S(=O)(=O)c1ccccc1,10,1.6,13,0.0
CC(C)(c1ccc(O)c(CO)c1)c1ccc(O)c(CO)c1,-15,0.3,-7,0.6
COCCOC(=O)c1ccc(NC(=O)COc2ccc(Br)cc2)cc1,-5,-0.2,-6,-1.5
CCC(c1nnnn1CCOC)N1CCN(Cc2ccc3c(c2)OCO3)CC1 (stereo not drawn),-2,-0.1,-2,-1.2
O=C(Cc1c[nH]c2ccccc12)N1CCCCC1c1nc2ccccc2[nH]1 (stereo not drawn),7,0.0,-3,0.5
CCN(C(=O)c1cn(CC(C)C)c(=O)c2cc(OC)c(OC)cc12)c1ccccc1F,-9,0.0,-3,0.4
COCCNS(=O)(=O)c1ccc(I)cc1,-16,0.2,8,1.2
CC1=C(C(=O)Nc2ccc(C)cc2)C(c2ccc(Br)c([N+](=O)[O-])c2)NC(=O)N1 (stereo not drawn),7,0.2,-9,-0.2
CCCCC(=O)N1CCc2ccccc21,0,0.0,-9,-0.4
O=C(O)c1cc2c(N3CCC(Cc4ccccc4)CC3)ncnc2s1,-6,0.1,6,-0.2
CCN1CCN(c2cc(C)c3cc(NC(=O)Cc4cccc(C(F)(F)F)c4)ccc3n2)CC1,-6,0.2,-1,2.9
Cc1c(C)n2c(SCC(=O)Nc3ccc(C(N)=O)cc3)nnc2[nH]c1=O,0,-0.1,-3,0.3
CCN1C(=O)S/C(=C\c2ccc(C)cc2)C1=O,-51,0.0,2,0.4
O=C1SC(Nc2ccc(Cl)cc2)C(=O)N1Cc1ccccc1 (stereo not drawn),2,0.7,8,-2.0
COCC(=O)N1CCC(n2nnc3cc(C(F)(F)F)ccc32)CC1,8,0.3,14,-0.3
O=C(CCC(=O)N1CCSc2ccccc21)NCCc1ccccc1,-3,0.0,4,-0.3
CCOc1ccccc1N(C)C(=O)c1cc(S(=O)(=O)NCCc2ccccc2)ccc1F,13,-0.1,6,1.4
O=C(NC1CC1)C1CCCN(C(=O)Nc2ccc(Cl)cc2)C1 (stereo not drawn),-13,-0.1,-7,0.7
Cn1c(CO)nc2cc(N=Cc3ccc(O)cc3O)ccc21,-15,0.2,-12,0.6
CCNC(=O)C1CC(=O)N(CC)C(=Nc2cc(Cl)c(O)c(Cl)c2)S1 (stereo not drawn),4,0.1,-1,-0.3
Cc1c(Cl)cccc1NC(=O)N1CCN(c2cc(N3CCCC3)ncn2)CC1,-7,-0.1,6,0.3
O=C(COC(=O)c1cccs1)c1ccc2c(c1)OCCO2,8,0.1,15,-4.8
Cc1cccc(Oc2ccc(N3C(=O)C4CC=CCC4C3=O)cc2)c1C (stereo not drawn),2,0.2,11,-0.4
Cc1cc2cc3c(cc2n2c(=O)n(CC(=O)N4CCC(C)CC4)nc12)OCO3,-3,-0.1,2,-0.3
CCCCN(Cc1ccccc1)C(=O)c1cnc2n(c1=O)CCS2,6,0.1,6,-1.2
Cc1[nH]ncc1-c1ccc(NC(=O)C2COc3ccc(F)cc3C2)c(SCCN2CCOCC2)c1 (stereo not drawn),19,-0.3,6,-1.7
C/C=C(\C)C(=O)N1CCC2(CCC(CNC(=O)c3ccccn3)O2)CC1 (stereo not drawn),0,0.1,19,1.1
CCN1CCN(c2nn3c(=O)c4c5c(sc4nc3c3ccccc23)CCC5)CC1,2,-0.1,0,-0.1
CCCCC1CCC(c2ccc(-c3ccc(C#N)cc3)nc2)CC1 (stereo not drawn),7,0.2,3,-0.1
N#Cc1ccc(C(=O)Nc2nnc(-c3ccc(F)cc3)o2)cc1,8,-0.1,6,0.9
CCCCSc1nnc2c(n1)OC(C(=O)c1ccccc1)Nc1ccc(Br)cc1-2 (stereo not drawn),-2,-0.1,7,-0.7
O=C(CSCc1ccccc1Cl)N/N=C/c1ccc(F)cc1,7,0.0,-2,1.7
Cc1ccc(S(=O)(=O)/N=C(/NNC(=O)c2ccc([N+](=O)[O-])cc2)c2ccccc2)cc1,-15,0.1,10,1.6
CC(=O)Nc1c(C(=O)c2ccc(Oc3ccccc3)cc2)oc2ccccc12,-1,0.1,-13,7.4*
CCOc1cc(C=O)ccc1OC(=O)c1ccc(Cl)cc1[N+](=O)[O-],7,0.0,15,-0.6

# As entered above:
# Cc1cccc(Oc2ccc(N3C(=O)C4CC=CCC4C3=O)cc2)c1C (stereo not drawn) in MITF primary = 11
# CCOc1ccccc1N(C)C(=O)c1cc(S(=O)(=O)NCCc2ccccc2)ccc1F in MITF primary = 6

# 7 entries from above, with bars between the fields.
SMILES | TEAD-YAP block | FBW7 activator | MITF primary | GPR151 ag
Cc1cc2cc3c(cc2n2c(=O)n(CC(=O)N4CCC(C)CC4)nc12)OCO3 | -3 | -0.1 | 2 | -0.3
N#Cc1ccc(C(=O)Nc2nnc(-c3ccc(F)cc3)o2)cc1 | 8 | -0.1 | 6 | 0.9
CCOc1cc(C=O)ccc1OC(=O)c1ccc(Cl)cc1[N+](=O)[O-] | 7 | 0.0 | 15 | -0.6
O=C(CSCc1ccccc1Cl)N/N=C/c1ccc(F)cc1 | 7 | 0.0 | -2 | 1.7
CCN1CCN(c2nn3c(=O)c4c5c(sc4nc3c3ccccc23)CCC5)CC1 | 2 | -0.1 | 0 | -0.1
Cn1c(CO)nc2cc(N=Cc3ccc(O)cc3O)ccc21 | -15 | 0.2 | -12 | 0.6
C/C=C(\C)C(=O)N1CCC2(CCC(CNC(=O)c3ccccn3)O2)CC1 (stereo not drawn) | 0 | 0.1 | 19 | 1.1

# Later entries.
SMILES,TEAD-YAP block,FBW7 activator,MITF primary,GPR151 ag
COc1ccc(NC(=O)c2ccco2)c(NC(=O)CSc2ccc(C)cc2)c1,12,0.2,8,0.5
COC(=O)C1=CN(c2cccc(C(F)(F)F)c2)C=C(C(=O)OC)C1c1cccc([N+](=O)[O-])c1,8,0.1,7,-0.3
CC(=O)c1cccc(NS(=O)(=O)c2cc(C(=O)c3ccc(Br)cc3)ccc2C)c1,9,0.1,-11,-0.3
CCN(CC)C1CCN(C(=O)CN2Cc3cc(Cl)ccc3OC(C)C2)C1 (stereo not drawn),1,0.0,2,1.9
O=C(NN1C(=O)c2ccccc2C1=O)c1ccc(N2C(=O)CCC2=O)cc1,-1,-0.1,-6,0.5
COC(=O)c1ccc(NC(=S)NC(=O)c2ccn(C)n2)cc1,11,0.2,6,0.3
NS(=O)(=O)c1ccc(CNc2ccc3ncc(-c4cccc(F)c4)n3n2)cc1,-15,0.8,28,-0.8
CCOc1ccc(S(=O)(=O)NCCc2ccccc2)c2cccnc12,0,-0.1,5,-0.3
CC1(C)OC(=O)N(CCCCCCCCN2C(=O)OC(C)(C)C2(C)O)C1(C)O (stereo not drawn),8,0.1,1,1.2
O=C(Nc1cccc2ccccc12)N1CCC(N2CCCCC2)CC1,3,-0.1,3,1.2
CCOC(=O)c1cnn(-c2ccccc2)c1NC(=O)c1ccc([N+](=O)[O-])o1,-8,0.0,8,-1.3
Cc1cc(NC(=O)[C@H]2C[C@@H](c3ccc(F)cc3)NS(=O)(=O)N2C)no1,4,0.0,9,1.8
CN(C)c1ccc(/C=N\NC(=O)Cc2cccs2)cc1,-64,0.1,11,1.1
Cc1cc(C(=O)Nc2cc(-c3ccco3)nn2CCO)c(C)o1,5,-0.3,8,0.5
CCOC(=O)CNC(=O)c1c2c(nc3ccccc13)CCCC2,-5,0.1,3,0.0
Nc1cc(=O)[nH]c2nnc(SCC(=O)Nc3ccc(Br)cc3)n12,12,-0.1,3,0.4
CCOC(=O)C(NC(C)=O)C(=O)Nc1cccc(C(F)(F)F)c1 (stereo not drawn),6,0.1,1,2.4
O=C(Cc1cn(-c2ccc(Nc3nccc4ccccc34)nn2)c2ccccc12)Nc1ccc2c(c1)OCO2,-2,-0.2,16,-1.0
CC(=O)c1ccc(NC(=O)c2ccc(F)cc2)cc1,-60,0.1,-5,-1.0
O=C1CC(CNS(=O)(=O)c2ccc(Br)cc2)CN1c1ccccc1 (stereo not drawn),-14,-0.1,-3,-0.8
O=C(Cn1cnc2c(nnn2-c2ccc(F)cc2)c1=O)Nc1ccc(F)cc1,6,0.5,5,-0.9
O=C(NCC1CCCO1)c1cc2nc(-c3ccc(F)cc3)cc(C(F)(F)F)n2n1 (stereo not drawn),5,-0.1,-4,-1.9
Cc1ccccc1C(=O)N1CCC(C(=O)NC2CCCC2)CC1,2,-0.1,9,0.4
CNC(=O)c1c(C)[nH]c(=S)c(C#N)c1-c1ccco1,-8,0.0,-7,1.1
CN(C)/C=C/C(=O)c1cccc(N2CC(C)(C)C2=O)c1,3,-0.1,36,0.6
Cc1ccc2c(c1)cc(C)c1nn(CC(=O)Nc3c(C)nn(C)c3C)c(=O)n12,4,0.7,17,-1.6
O=C(O)/C=C/c1ccc(N2Cc3ccccc3C2)cc1,13,-0.1,3,-2.0
Cc1ccc(-c2ncccc2O)cc1,-4,0.1,8,-0.4
CN1CCN(NC(=O)COc2cccc(C(F)(F)F)c2)CC1,-2,0.0,2,-0.6
CC1CCN(S(=O)(=O)c2cc(Br)cnc2N)CC1,4,0.0,4,-1.5
CCOc1ccc2nc(Nc3nc(C)cc(-c4ccccc4)n3)nc(C)c2c1,-11,-0.1,-5,-0.1
O=C(O)COc1cccc(NC(=O)C2CCCO2)c1 (stereo not drawn),-3,-0.1,-1,2.6
CC(=O)Oc1ccc(C(=O)Nc2ccc(S(=O)(=O)Nc3nccs3)cc2)cc1,4,-0.1,0,0.4
COCCCn1c(C)nnc1SCC#N,-13,-0.4,0,-0.1
Cc1ccccc1NC(=O)NC1(C(=O)NCc2cccnc2)CCCCC1,2,-0.1,11,0.3
COCC(=O)Nc1cnn(-c2cccc(C(=O)N3CCCCC3c3ccccn3)c2)c1 (stereo not drawn),4,0.1,16,-1.2
CCOC(=O)C1=C(C)OC(N)=C(C#N)C1c1ccc(OC)c(C)c1C (stereo not drawn),5,0.0,-7,0.0
Cc1cccc(CN2CCc3nnc(Cc4ccccc4)n3CC2)n1,2,-0.1,1,0.3
C/C(=N\NC(=O)CNC(=O)c1ccco1)c1ccccc1,-2,0.6,-7,-0.8
CNC(=S)Nc1ccc([N+](=O)[O-])cc1C,-8,0.1,11,-0.6
COc1ccc(CNC(=O)CN(C)S(=O)(=O)c2ccccc2)cc1,1,-0.1,-2,0.5
